NadD block: inhibitors of Staphylococcus aureus NadD | purified NadD enzyme, colorimetric absorbance read-out | inhibition, % at 20 µM | 0.78% of 360,000 active; in the data active means inhibition above about 26%; further: some compounds past the cut are filed as inactive
SUMO1-SIM PPI: modulators of human SUMO1-mediated protein-protein interactions. P63165. SUMO1 binding to a labelled peptide, TR-FRET, 1 h. inhibition, % at 20 µM. 0.33% of 360,000 active. AID 602429; in the data active means inhibition above about 37%
LMPTP block: LMPTP (human) inhibition. P24666. recombinant LMPTP-A, OMFP fluorogenic substrate, fluorescence intensity. inhibition, % at 20 µM. 0.22% of 360,000 active. AID 651560;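 active means compounds that cut the enzyme signal by at least half of the control window in the single-dose screen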;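 further: plate controls were DMSO wells with enzyme plus substrate for no effect and substrate without enzyme for full effect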
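Test system – LMPTP-A enzyme · Amount – LMPTP-A at 0.625 nM final in the reaction · Buffer or medium – Bis-Tris pH 6.0, DTT, detergent · Reagent – OMFP 400 µM · Doses – single 20 µM dose · Schedule – reaction 50 min, room temperature, dark · Detection – fluorescence intensity of OMFP turnover product · Evaluation – percent inhibition versus substrate-only and uninhibited controls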
Scp1 inh: Scp-1 (human) phosphatase inhibition; Q9GZU7; Recombinant Scp1, phosphopeptide, malachite green phosphate absorbance; inhibition, % at 20 µM; 0.88% of 340,000 active; AID 493091;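 active means inhibition above about 50% at 20 µM, limit read from the data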;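 further: plate controls were DMSO wells with enzyme for no effect and wells lacking enzyme for full effect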
Target sequence (Q9GZU7 76-261 limits assumed): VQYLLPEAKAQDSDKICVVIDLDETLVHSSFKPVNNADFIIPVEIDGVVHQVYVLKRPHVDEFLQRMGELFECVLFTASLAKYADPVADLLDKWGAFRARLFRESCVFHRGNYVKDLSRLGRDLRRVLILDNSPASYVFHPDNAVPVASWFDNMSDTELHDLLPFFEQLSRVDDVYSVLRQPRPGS
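assay system = SCP-1 phosphatase catalytic domain, residues 76-261 | buffer or medium = 50 mM Tris acetate pH 5.5, 0.005% Tween-20, 10 mM MgCl2 | incubation = enzyme reaction 45 min at room temperature, colour 5 min, stabilisation 30 min | signal = Phosphate-binding colour reagent, absorbance read at 630 nm | measure = % inhibition at 20 µM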
STEP inh: STEP (human) phosphatase inhibition; P54829; 0.25% of 360,000 active; inhibition, % at 20 µM; recombinant STEP, OMFP fluorogenic substrate, fluorescence; AID 588621;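 active means inhibition at 20 µM, scaled per plate between control wells, above about 37%, limit read from the data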;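 further: 0% = DMSO with enzyme and substrate and 100% = substrate only without enzyme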
Target sequence (P54829 whole entry, looked up): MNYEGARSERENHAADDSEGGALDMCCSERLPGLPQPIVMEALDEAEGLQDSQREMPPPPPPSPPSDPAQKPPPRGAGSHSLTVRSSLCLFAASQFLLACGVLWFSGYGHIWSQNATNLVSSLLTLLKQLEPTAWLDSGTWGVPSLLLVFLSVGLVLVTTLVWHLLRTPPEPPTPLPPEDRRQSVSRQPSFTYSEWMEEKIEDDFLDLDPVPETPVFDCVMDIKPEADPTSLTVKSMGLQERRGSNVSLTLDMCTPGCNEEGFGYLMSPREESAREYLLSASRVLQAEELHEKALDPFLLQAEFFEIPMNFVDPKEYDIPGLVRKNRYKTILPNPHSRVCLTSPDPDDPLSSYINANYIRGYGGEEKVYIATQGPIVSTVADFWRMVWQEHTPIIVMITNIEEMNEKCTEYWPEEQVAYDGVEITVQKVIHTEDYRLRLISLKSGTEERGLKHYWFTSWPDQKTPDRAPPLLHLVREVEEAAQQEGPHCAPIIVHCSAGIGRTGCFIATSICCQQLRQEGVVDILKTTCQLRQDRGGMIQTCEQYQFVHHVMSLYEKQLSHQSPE
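Measure: Control-normalized % inhibition with plate pattern correction | Test system: STEP phosphatase, cell-free reaction | Medium: pH 6.0 Bis-Tris with DTT and Tween 20 | Technique: Fluorescence, 480/540 nm | Times: Reaction 20 min, ambient temperature | Doses: Single compound dose of 20 µM, 1% DMSO final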
Tb MetRS inh: Trypanosoma brucei MetRS inhibition. AID 624268. 0.4% of 360,000 active. inhibition, % at 11.9 µM. purified T. brucei MetRS, ATP depletion, Kinase-Glo luminescence;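 active means inhibition above a per-plate cutoff of the control wells' mean inhibition plus 3 SD, cut at about 5.5% in these data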;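 further: 0% = DMSO wells median and 100% = median of wells with control inhibitor compound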
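Material: parasite MetRS enzyme / Replication: singlicate, one well per compound / Signal: luminescence of leftover ATP / Schedule: 2 h aminoacylation at 25 °C after 15 min preincubation / Medium: HEPES-MgCl2-KCl buffer plus DTT, spermine, BSA, pyrophosphatase / Doses: 11.9 µM single point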
DNMT1 block: DNMT1 (human) enzyme inhibition. P26358. DNMT1 molecular beacon, Hinp1I cleavage, fluorescence. 0.83% of 360,000 active. inhibition (reported as % activation of signal), % at 10 µM; in the data active means inhibition above about 50%
Rpn11 inh: inhibitors of human proteasome Rpn11 | human 26S proteasome, Ub4-pepOG fluorescence polarization; 20S core pre-blocked with epoxomicin | O00487 | calls only at 20 µM | 0.59% of 360,000 active;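 active means inhibition at 20 µM, scaled to each plate's controls, above about 33%, limit read from the data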
MsrA inhibitor: inhibits bovine methionine sulfoxide reductase A; 0.75% of 360,000 active; purified bovine MsrA, absorbance read-out; AID 651718; inhibition, % at 15.5 µM; in the data active means inhibition above about 4.5%;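 further: 0% = vehicle wells with enzyme and 100% = reference inhibitor wells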
CSN inh: blocks human CSN-mediated cullin deneddylation; Q92905; Purified CSN, SCF-Nedd8-OG deneddylation, fluorescence polarization; inhibition, % at 12.5 µM; 0.38% of 360,000 active; AID 651999;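 active means pattern-corrected inhibition above about 35%, with an unprinted fluorescence ratio check between 0.5 and 1.5, limit read from the data, passing the limit was not always enough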;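 further: 0% = enzyme with substrate and 100% = substrate without enzyme; some results filed as inactive read as strong as hits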
Target sequence (Q92905 whole entry, looked up, one chain of several): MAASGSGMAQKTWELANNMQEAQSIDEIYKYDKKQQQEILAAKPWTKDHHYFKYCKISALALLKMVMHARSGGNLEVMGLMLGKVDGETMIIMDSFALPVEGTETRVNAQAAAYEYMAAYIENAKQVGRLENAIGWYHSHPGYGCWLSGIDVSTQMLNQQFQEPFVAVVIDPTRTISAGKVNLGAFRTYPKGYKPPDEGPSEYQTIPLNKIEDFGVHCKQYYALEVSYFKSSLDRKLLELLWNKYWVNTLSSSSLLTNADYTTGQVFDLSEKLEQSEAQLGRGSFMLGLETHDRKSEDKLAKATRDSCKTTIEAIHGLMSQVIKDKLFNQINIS
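Material: purified human Csn5 enzyme expressed in HEK293T cells / Medium: Tris buffer pH 7.5, NaCl, DTT, Tween-20, trehalose, ovalbumin / Compound dosing: 12.5 µM single point / Schedule: 90 min incubation of compound, enzyme and substrate at room temperature / Signal: fluorescence polarization of the substrate / Control set: no-enzyme wells high, enzyme-with-substrate wells low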
Numbers without * were called inactive; i = inactive; x = no result given; + = active, no number.

SMILES | NadD block | SUMO1-SIM PPI | LMPTP block | Scp1 inh | STEP inh | Tb MetRS inh | DNMT1 block | Rpn11 inh | MsrA inhibitor | CSN inh
O=c1oc2ccccc2c(Nc2ccccc2)c1CN1CCCCC1 | -1 | 1 | 1.6 | -13 | 2 | -0.3 | 1 | i | 2.2 | 1
CSc1nnc(C(C)(C)C)c(=O)n1/N=C/c1ccccc1 | -3 | 1 | 0.6 | -7 | 2 | -0.1 | 3 | i | 0.7 | -4
CC1=C(C(=O)N2CCOCC2)CC(CC(=O)NC2CC2)C(=O)N1Cc1ccc(F)cc1 (configuration not stated) | 4 | 0 | -1.7 | x | -4 | -0.6 | -2 | i | 0.5 | 2
CCCn1nnnc1NCc1c(Cl)cccc1Cl | -5 | -2 | -0.4 | -3 | -2 | -0.1 | 2 | i | -0.6 | 2
CC1=C2C3OC(=O)C(C)C3CCC2(C)C=C(Br)C1=O (configuration not stated) | 0 | -3 | -1.2 | x | 0 | 0.4 | 0 | i | -1.5 | 1
C#CCOc1ccc(OC)cc1C(c1c(C)[nH][nH]c1=O)c1c(C)[nH][nH]c1=O | -1 | -3 | -0.1 | -3 | 2 | -0.4 | -10 | i | x | 0
CN(C(=O)COC(=O)COc1ccc2ccccc2c1)c1c(N)n(Cc2ccccc2)c(=O)[nH]c1=O | -1 | -2 | -0.5 | 5 | 2 | -0.6 | -7 | i | 0.4 | 0
O=C(Cc1ccc(-n2c(=S)[nH]c3ccccc3c2=O)cc1)N1CCC(N2CCCCC2)CC1 | 0 | 1 | 18 | 0 | 1 | 0.1 | 13 | i | 0.4 | 4
CN(c1cccc(NC(=O)COc2ccccc2)c1)S(C)(=O)=O | 6 | -1 | -1.7 | -8 | -2 | -0.1 | 0 | i | -1.0 | -8
Cc1cc(O)c2c(c1O)C(=O)[C@]13C(=C2O)C(=O)[C@@H]2[C@@H](O)[C@H]1[C@@H]1[C@H](O)[C@H]3C(=O)C3=C(O)c4c(O)cc(C)c(O)c4C(=O)[C@]312 | 32* | 103* | 88* | 58* | 43* | 0.4 | 95* | + | x | 61
COCCCNC(=O)c1cccn2c(=O)c3cc4ccccc4cc3nc12 | -10 | -27 | 3.7 | 7 | 0 | 0.3 | -2 | i | 0.3 | -5
c1ccc(CNc2c3c(nc4ncnn24)CCC3)cc1 | -7 | -1 | -1.4 | -1 | 1 | -0.1 | 1 | i | -0.9 | 4
CN(C)C(CNC(=S)Nc1ccccc1)c1cccnc1 (configuration not stated) | 2 | 0 | -1.7 | -6 | 2 | 0.0 | 0 | i | 0.9 | -12
Cc1ccc(CSc2nc3ccccc3c(=O)n2Cc2ccco2)cc1 | 13 | -4 | 4.2 | -12 | -1 | -0.5 | -4 | i | -0.7 | 0
C=CCSc1nc(=O)n2ccc(C)cc2n1 | 6 | 7 | 0.3 | 12 | -1 | -0.6 | 3 | i | 1.0 | -1
CC(C)CNC(=O)CO/N=C/c1ccccc1Cl | 0 | 0 | 1.2 | 2 | -2 | -0.7 | 1 | i | -0.2 | -1
Cc1ccc(CN(c2ccc(C(=O)NCc3cccnc3)cc2)S(C)(=O)=O)cc1 | -2 | 2 | 0.4 | 0 | 0 | -1.1 | 0 | i | -0.9 | -1
Cc1ccc(OCCOc2ccc(Br)cc2)c([N+](=O)[O-])n1 | -6 | -22 | 1.1 | -3 | -1 | -0.1 | 3 | i | 1.3 | -10
CN(C(=O)c1cc2c(cc1Br)OCO2)c1cccc2ccccc12 | -8 | 2 | -1.2 | x | 3 | 0.1 | 3 | i | 1.2 | -1
C=CC(=O)Nc1cccc(Oc2ccnc3[nH]ccc23)c1 | 59* | 57* | 19 | 9 | 54* | 0.8 | 20 | + | x | 122*
CC(C)(C)NC(=O)C(c1ccccc1)N(Cc1cccs1)C(=O)c1csnn1 (configuration not stated) | 8 | -1 | -0.5 | -3 | -1 | 0.2 | -4 | i | -0.2 | 0
O=C(NCc1ccccc1Cl)c1csc([C@H]2C[C@H](O)[C@@H](CO)O2)n1 | 3 | -1 | -0.7 | x | 1 | 0.4 | 1 | i | 1.8 | -4
O=C(c1cccc(S(=O)(=O)N2CCc3ccccc32)c1)N1CCN(c2ccccc2)CC1 | -2 | 2 | 2.4 | 3 | -2 | -0.7 | -4 | i | 1.6 | 3
COc1cccc(NC(=O)N2CCN(c3nnnn3-c3ccccc3)CC2)c1 | -8 | -1 | 0.8 | -3 | -2 | -0.4 | 3 | i | 1.6 | 0
COc1ccc(C(=O)CSc2nc3ccc([N+](=O)[O-])cc3[nH]2)cc1 | 7 | -15 | 0.3 | 8 | -1 | 2.3 | -5 | i | 1.4 | -4

In a second layout: 3 of the compounds above.
Molecule	NadD block	SUMO1-SIM PPI	LMPTP block	Scp1 inh	STEP inh	Tb MetRS inh	DNMT1 block	Rpn11 inh	MsrA inhibitor	CSN inh
c1ccc(CNc2c3c(nc4ncnn24)CCC3)cc1	-7	-1	-1.4	-1	1	-0.1	1	i	-0.9	4
CC1=C2C3OC(=O)C(C)C3CCC2(C)C=C(Br)C1=O (configuration not stated)	0	-3	-1.2	x	0	0.4	0	i	-1.5	1
COc1cccc(NC(=O)N2CCN(c3nnnn3-c3ccccc3)CC2)c1	-8	-1	0.8	-3	-2	-0.4	3	i	1.6	0

Following part
SMILES | NadD block | SUMO1-SIM PPI | LMPTP block | Scp1 inh | STEP inh | Tb MetRS inh | DNMT1 block | Rpn11 inh | MsrA inhibitor | CSN inh
COC(=O)c1cc(NC(=O)CC2NCCNC2=O)cc(C(=O)OC)c1 (configuration not stated) | -1 | -5 | -2.8 | -6 | 1 | -0.1 | 4 | i | 0.2 | 2
COc1cc(CCCN2C(=O)C(=O)NC[C@@H]2CCCCN)cc(OC)c1OC | 0 | 5 | -2.8 | 1 | 2 | -0.3 | 4 | i | 0.4 | 0
Cc1cc(Nc2nc3ccccc3nc2Cl)n(-c2ccccc2C)n1 | -7 | -5 | 0.0 | -7 | 1 | -1.1 | 26 | i | 0.9 | -3
Cc1ccc(S(=O)(=O)N2C[C@H]3[C@H]4C(=O)N(C)C(=O)[C@H]4CC(=O)[C@H]3[C@@H]2c2ccccc2F)cc1 | -4 | 0 | -0.6 | x | -1 | -0.3 | 0 | i | 0.9 | 1
CCCCC1(C(=O)OCC)CC(CN2CCOCC2)OC1=O (configuration not stated) | -7 | -3 | 0.5 | -2 | 1 | -1.1 | 4 | i | 0.9 | 1
COc1cc(C(=O)N2CCN(S(=O)(=O)c3cccc(F)c3)CC2)ccc1OCC(=O)N1CCOCC1 | 4 | -2 | 1.8 | -1 | 2 | -0.9 | 3 | i | 0.4 | -4
O=C(NCCNC(=O)c1cc(Cl)ccc1Cl)c1ccccn1 | 5 | -2 | -0.6 | -1 | -2 | 0.6 | 0 | i | 0.3 | 1
O=c1ccn([C@@H]2O[C@H](CNS(=O)(=O)c3cc4ccccc4s3)[C@@H](O)[C@H]2O)c(=O)[nH]1 | 1 | 2 | -0.5 | -14 | -3 | 0.2 | 4 | i | -1.0 | -2
O=C(CNC(=O)N1CC(=O)Nc2ccccc21)NCCc1cccc(F)c1 | -4 | 2 | -1.2 | 7 | -2 | -0.9 | 1 | i | 0.1 | -5
NC(=O)C1CCN(C(c2ccccc2Cl)c2nnnn2CC2CCCO2)CC1 (configuration not stated) | 4 | -2 | -2.8 | -8 | 3 | -1.3 | 1 | i | -0.2 | -6
CCN(C(=O)c1ccc(Cl)cc1[N+](=O)[O-])c1ccccc1C | 3 | -17 | 1.9 | -6 | 4 | 0.1 | 4 | i | -0.1 | -9
CCCN1CCN(C(=O)c2ccc(CS(=O)c3ccc(Cl)cc3)o2)CC1 (configuration not stated) | -3 | 3 | -1.7 | -4 | 2 | -0.3 | -2 | i | 0.0 | 3
COC(=O)CSc1nc(SCc2ccccc2Cl)nc2c1CCCC2 | 17 | 1 | 5.1 | 53* | 2 | 0.2 | -5 | i | 0.1 | -3
COc1ccc(CSc2nc(C)cc(=O)[nH]2)cc1Br | 6 | 2 | -1.2 | -3 | 0 | -0.8 | -3 | i | 0.1 | 1
CC(OC(=O)COc1ccccc1[N+](=O)[O-])C(=O)Nc1ccc(N2CCOCC2)cc1 (configuration not stated) | -5 | -1 | -0.3 | 0 | 4 | -0.5 | 8 | i | -0.4 | -1
O=C(c1cc(F)ccc1F)C1CCCN(C(=O)c2cccs2)C1 (configuration not stated) | -9 | -2 | 0.7 | -9 | 0 | 0.3 | 1 | i | -0.8 | 2
CC(OC(=O)c1ccc(Cl)c(S(=O)(=O)Nc2ccc(F)cc2)c1)C(=O)NC(N)=O (configuration not stated) | -5 | 0 | -0.4 | -7 | -3 | -0.2 | 0 | i | 1.5 | 3
COc1ccc(OC(C)C(=O)N2CCCc3ccccc32)cc1 (configuration not stated) | 1 | 3 | 0.0 | -6 | 1 | 0.1 | 10 | i | -0.9 | -1
CCn1cc(C(=O)NCc2ccccc2Cl)cn1 | 5 | -4 | 1.9 | -4 | -3 | -1.8 | 6 | i | 2.0 | -2
c1n[nH]c(NC2=NCCC2)n1 | 2 | 0 | -1.2 | 2 | -1 | -0.4 | 2 | i | 0.0 | -3
O=C1CN(C(=O)c2ccccc2C(=O)O)c2ccccc2N1 | -1 | -3 | -1.7 | -4 | -1 | -0.1 | 0 | i | 2.2 | 4
CCc1cc(=O)oc2c(C)c(OCC(=O)N3CCC[C@@H]3C(=O)O)ccc12 | -8 | 2 | -1.8 | 1 | 1 | 0.1 | 3 | i | 1.8 | 4
CCCCCc1nnc(NS(C)(=O)=O)s1 | -1 | 2 | -1.5 | 1 | -1 | 0.2 | 1 | i | -0.1 | -10
Cc1ccc(NC(=O)c2nc[nH]c2C(=O)NCCCCCNC(=O)OC(C)(C)C)cc1 | 9 | 6 | 1.1 | -11 | -8 | 0.5 | -2 | i | 0.8 | 4
O=C(NCc1cccc(F)c1)c1cccc2c1C(=O)c1ccc(N3CCC(Cc4ccccc4)CC3)cc1S2(=O)=O | 21 | -11 | 1.3 | -11 | -10 | -0.3 | 7 | i | x | -72
COc1cccc(/C=C(/C#N)c2ccc(Cl)cc2)c1OCc1cccc(C(=O)O)c1 | 2 | -7 | 0.7 | -2 | 5 | -0.1 | 0 | i | 3.0 | 2
COc1ccc(CCN(C(=O)c2snc(C(N)=O)c2N)C(C)C(=O)NC2CCCCC2)cc1OC (configuration not stated) | 10 | 0 | 0.9 | -1 | -2 | -0.3 | 0 | i | 1.0 | -4
Cc1ccc(CN2CC(C(=O)NCCCSc3ccccc3)CC2=O)cc1 (configuration not stated) | -3 | 4 | 0.2 | -9 | -5 | 0.1 | -3 | i | -0.5 | -1

Screening data as filed in PubChem.
